High-throughput results (PubChem)
KOR beta-arrestin-1 = kappa opioid receptor blockers – cell-based, luminescence, uHTS (AID 1778); KOR beta-arrestin recruitment, luminescence, antagonist mode; higher % means a stronger effect; inhibition, % at 10 µM; hits with a dose series show IC50 in µM; hit rate 0.091% among 290,000; further: strong numbers were not always called active
GPR55 antagonists = inhibition of LPI-stimulated GPR55 beta-arrestin translocation – imaging, U2OS, beta-arrestin-GFP, LPI agonist, primary screen (AID 2013). inhibition, % at 10 µM, or IC50 in µM where a hit was titrated. hit rate 0.13% among 290,000. U2OS GPR55 beta-arrestin-GFP translocation imaging, LPI antagonism; higher % means a stronger effect;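 active means spots per cell inhibited over 60%, with over 100 cells counted and total cytoplasm intensity under 500,000; inconclusive means wells with under 100 cells, flagged as likely toxic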;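 further: U2OS cells stably carrying GPR55 and arrestin-GFP stimulated by 5 µM LPI near EC80; imaged beta-arrestin-GFP aggregate spots per cell after agonist stimulation; plate controls were LPI-stimulated DMSO wells for no effect and DMSO wells without LPI for full effect; some results filed as inactive read as strong as hits; confirmed hits need IC50 under 10 µM and bright autofluorescent wells are also inconclusive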
GPR55 activation = selective activators of receptor GPR55 – imaging, U2OS cells, beta-arrestin-GFP redistribution, primary screen (AID 1961). U2OS GPR55 beta-arrestin-GFP redistribution imaging; higher % means a stronger effect. hit rate 0.048% among 290,000. activation, % at 10 µM; hits with a dose series show EC50 in µM;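 active means activation above 40% with more than 50 cells counted in the well; inconclusive means wells holding fewer than 50 cells, flagged as toxic or sparse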;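 further: U2OS osteosarcoma cells stably expressing GPR55 and beta-arrestin-GFP; plate controls were DMSO negative control for no effect and LPI positive control for full effect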
KOR beta-arrestin-2 = KOR agonists, beta-arrestin recruitment, primary screen, cell-based, luminescence, uHTS (AID 1777); KOR beta-arrestin recruitment, luminescence; higher % means a stronger effect; activation, % at 10 µM; hits with a dose series show EC50 in µM; hit rate 0.02% among 280,000; in the data active means activation above about 50%, passing the limit was not always enough; further: a part of the inactive calls stands beside numbers as strong as those of hits
NTR1 agonist = NTR1-driven beta-arrestin-GFP spot formation – imaging, U2OS cells, high content, primary screen (AID 493036); agonist mode; activation, % at 20 µM; hit rate 0.17% among 330,000;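 active means activation at or above 40% of the spot to cytoplasm intensity ratio, with at least 20 cells analyzed; inconclusive means wells under 20 cells, flagged as cytotoxic or low count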;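 further: 0% = DMSO without peptide and 100% = 100 nM NTR1 peptide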
Target sequence (P30989 whole entry, looked up): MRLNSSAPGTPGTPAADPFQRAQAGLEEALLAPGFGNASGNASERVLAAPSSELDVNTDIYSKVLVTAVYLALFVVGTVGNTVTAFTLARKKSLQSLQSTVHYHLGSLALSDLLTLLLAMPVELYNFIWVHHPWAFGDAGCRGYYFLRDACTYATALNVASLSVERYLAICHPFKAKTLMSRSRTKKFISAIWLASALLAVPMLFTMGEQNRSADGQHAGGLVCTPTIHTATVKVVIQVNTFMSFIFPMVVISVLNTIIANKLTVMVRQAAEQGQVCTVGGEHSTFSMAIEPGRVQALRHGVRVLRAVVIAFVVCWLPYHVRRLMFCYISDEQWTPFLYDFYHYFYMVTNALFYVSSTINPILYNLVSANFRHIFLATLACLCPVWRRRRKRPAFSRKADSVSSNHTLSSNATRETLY
NOD1 inhibition = NOD1 signaling inhibitors, primary screen, cell-based, luminescence, uHTS (AID 1578); NOD1-driven NF-kB luciferase reporter cells, luminescence; higher % means a stronger effect; one-dose inhibition, % at 4 µM; EC50 in µM for titrated hits; hit rate 1% among 290,000; in the data active means inhibition mostly above about 36%, no sharp cut-off; inactive means mostly below about 34%;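 further: HEK-293T reporter cells stimulated with the NOD1 agonist gamma-tri-DAP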
Myeloid diff MLP = compounds promoting myeloid differentiation. ER-HoxA9 myeloid progenitors, lysozyme-GFP differentiation, flow cytometry. calls only at 10 µM. hit rate 1% among 360,000. AID 624256;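 active means normalized GFP-positive differentiation at or above the plate's own cutoff, the solvent-only control mean plus 3 SD; inconclusive means no clear call, values can overlap the other calls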;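 further: cells exposed to compound for four days before flow analysis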
HEK293 NOD2/NF-kB = inhibition of NOD2-driven NF-kB reporter – cell-based, luminescence, uHTS, HEK293 (AID 1566) | HEK293 NOD2/NF-kB luciferase reporter, luminescence; higher % means a stronger effect | inhibition, % at 4 µM; hits with a dose series show EC50 in µM | hit rate 0.63% among 290,000; further: many of its hits are not listed in these tables
T cell HTS = T cell immune modulation candidate. 2C CD8+ T cell-vesicle binding, flow cytometry; active compounds read low. calls only at 7 µM. hit rate 0.068% among 330,000. AID 2052;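 active means response, share of CD8 T cells binding vesicles, and their 90th percentile fluorescence all below set limits, cut at about 80% in these data, passing the limit was not always enough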
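Material: murine 2C transgenic CD8+ T lymphocytes / Also added: QL9-peptide-loaded Drosophila micro-vesicles bearing Ld, ICAM-1 and B7-1 / Schedule: binding step 1.5 h, 37 °C, antibody labelling 20 min, ice / Signal: flow cytometry, PE anti-B7-1 (FL2) versus Alexa647 anti-CD8 (FL8), PFA-fixed / Evaluation: percent CD8+ FL2 mean versus row control / Benchmarks: naked versus QL9-loaded vesicles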
T cell HTS vesicle-bound % = second read-out of T cell HTS, no call of its own (marks repeat the call); double positive events, %; measured here: CD8+ vesicle-bound cell fraction;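 binding gate set so that unloaded-vesicle control wells show 10% double positive cells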
NTR1 agonist cell count 20 µM = second read-out of NTR1 agonist, no call of its own (marks repeat the call); cell count; measured here: cell count, cytotoxicity flag
Myeloid diff MLP GFP+ MAC1+ % = further read-out of Myeloid diff MLP, marked with its call; GFP+ MAC1+ double positive, %; measured here: differentiation confirmed by MAC1 staining
The depositor's hits bear a star; i = inactive; ? = inconclusive; nt = no result given; [ ] = remark or other dose. Unless noted, no stated cut-off is given here; in the data, active means inhibition above about 50%; inactive means the rest. Only part of the results is shown. The share of hits here may be higher or lower than overall.

Order of results – KOR beta-arrestin-1	GPR55 antagonists	GPR55 activation	KOR beta-arrestin-2	NTR1 agonist	NTR1 agonist cell count 20 µM	NOD1 inhibition	Myeloid diff MLP	Myeloid diff MLP GFP+ MAC1+ %	HEK293 NOD2/NF-kB	T cell HTS	T cell HTS vesicle-bound %
- O=C1NN(c2ccc(Br)cc2)C(=O)/C1=C\c1ccc(O)cc1O
 : -55%[20 µM]	18%	-0.1%	0.4%	2.3	66	-16%	i	0.2	-47%	i	9
- Cc1nc(C(=O)Nc2ccccc2)sc1C(=O)Nc1ccccc1
 : 33%	0%	0.0%	2.0%	-0.6	56	-2%	i	0.3	-48%	i	23
- COc1cc(NC(=O)c2csc(N)n2)cc(C(=O)Nc2cccc(C(F)(F)F)c2)c1
 : -56%	-5%	-0.1%	6.1%	1.8	88	4%	nt	nt	-8%	i	36
- CCN1CCN(CC(=O)Nc2cccc(C)c2C)C(=O)C1=O
 : 25%	7%	-0.1%	-9.0%	3.6	87	-4%	i	2.1	13%	i	43
- Cc1occc1C(=O)N/N=C/C1=C(N2CCOCC2)C(=C\c2ccc(Cl)cc2)/CC1
 : 6%	14%	0.5%	-0.8%	1.8	86	-19%	i	0.1	0%	i	60
- COc1cc(S(=O)(=O)NCc2ccc3c(c2)OCO3)c(OC)cc1C
 : -5%	-4%	-0.2%	-0.3%	0.1	63	-18%	i	0.5	-1%	i	41
- Cc1ccc2c(cnn2C(=O)CCCC(=O)NC(C)c2ccccc2)c1 (configuration not stated)
 : -24%[20 µM]	1%	0.5%	7.6%	-3.5	45	-24%	i	1.0	-25%	i	16
- CCCc1nnc(SCC(=O)Nc2cc(C)on2)n1CCOC
 : 4%	5%	-0.2%	-1.1%	-0.3	50	-23%	i	0.6	-2%	i	41
- Cc1cc(C)cc(N=C2NC(=O)/C(=C/c3cccs3)S2)c1
 : -31%	-7%	0.4%	-0.8%	2.4	68	-13%	i	0.1	-4%	i	60
- C[C@]12C=CC(=O)C=C1CC[C@@H]1C2[C@@H](O)C[C@@]2(C)C1CC[C@]2(O)C(=O)COC(=O)CCC(=O)O (some centres not stated)
 : 39%	3%	-0.1%	-3.0%	1.2	94	-5%	i	0.9	11%	i	33
- Cc1ccc2cc(CN(CCN3CCOCC3)C(=O)NCc3ccccc3)c(=O)[nH]c2c1C
 : -3%	-7%	-0.2%	0.6%	nt	nt	-8%	i	1.8	3%	nt	nt
- CC(O)CNc1nc2c(c(=O)n(Cc3ccc(Cl)c(Cl)c3)c(=O)n2C)n1C (configuration not stated)
 : -21%	1%	-0.3%	10%	2.0	52	-14%	i	1.4	4%	i	34
- COc1ccccc1C1=Nn2c(nnc2C2CCCCC2)SC1
 : 30%	2%	7.8%	nt	-0.5	47	-11%	i	1.5	-10%	i	30
- C=CCOc1ccccc1CN1CCC(n2nccc2NC(=O)C2CC2)CC1
 : -31%	6%	0.0%	-1.2%	0.2	52	-35%	i	3.2	-1%	nt	nt
- O=C(CCCCn1c(=O)[nH]c2ccsc2c1=O)NCC1CCCO1 (configuration not stated)
 : 19%	1%	-0.1%	-3.9%	-3.8	66	-12%	i	1.0	5%	i	62
- N/C(=N\O)c1ccc(Cl)cc1Cl
 : -4%	-2%	-0.2%	0.4%	0.3	47	-3%	i	0.4	10%	i	22
- Cc1ccc(NC(=O)N2CCCC2C(=O)Nc2c(C)cc(C)cc2C)cc1 (configuration not stated)
 : 33%	4%	-0.1%	-0.3%	2.9	58	-12%	i	0.8	13%	i	42
- CN(C)c1ccc(C2NCCS2)cc1 (configuration not stated)
 : 4%	3%	-0.2%	-2.0%	3.2	106	-22%	i	0.8	9%	i	46
- COC(=O)c1cc(=O)n(C2CC2)c(=NC2CC2)s1
 : -6%	17%	-0.1%	-0.2%	2.4	64	nt	i	0.8	21%	i	40
- O=C(Nc1cccnc1Cl)c1cccc(F)c1
 : -17%[20 µM]	-12%	-0.1%	-5.3%	0.2	60	-22%	nt	nt	3%	i	23

Quoted from the listing.
Under GPR55 antagonists, C[C@]12C=CC(=O)C=C1CC[C@@H]1C2[C@@H](O)C[C@@]2(C)C1CC[C@]2(O)C(=O)COC(=O)CCC(=O)O (some centres not stated) is entered as 3%
Under NOD1 inhibition, COc1cc(S(=O)(=O)NCc2ccc3c(c2)OCO3)c(OC)cc1C is entered as -18%
Under GPR55 antagonists, CC(O)CNc1nc2c(c(=O)n(Cc3ccc(Cl)c(Cl)c3)c(=O)n2C)n1C (configuration not stated) is entered as 1%
Under KOR beta-arrestin-1, O=C(CCCCn1c(=O)[nH]c2ccsc2c1=O)NCC1CCCO1 (configuration not stated) is entered as 19%
Under KOR beta-arrestin-1, N/C(=N\O)c1ccc(Cl)cc1Cl is entered as -4%

Reformatted: entries from further up
mol	KOR beta-arrestin-1	GPR55 antagonists	GPR55 activation	KOR beta-arrestin-2	NTR1 agonist	NTR1 agonist cell count 20 µM	NOD1 inhibition	Myeloid diff MLP	Myeloid diff MLP GFP+ MAC1+ %	HEK293 NOD2/NF-kB	T cell HTS	T cell HTS vesicle-bound %
Cc1occc1C(=O)N/N=C/C1=C(N2CCOCC2)C(=C\c2ccc(Cl)cc2)/CC1	6%	14%	0.5%	-0.8%	1.8	86	-19%	i	0.1	0%	i	60
COc1cc(S(=O)(=O)NCc2ccc3c(c2)OCO3)c(OC)cc1C	-5%	-4%	-0.2%	-0.3%	0.1	63	-18%	i	0.5	-1%	i	41
Cc1ccc2c(cnn2C(=O)CCCC(=O)NC(C)c2ccccc2)c1 (configuration not stated)	-24%[20 µM]	1%	0.5%	7.6%	-3.5	45	-24%	i	1.0	-25%	i	16

Next part
Order of results – KOR beta-arrestin-1	GPR55 antagonists	GPR55 activation	KOR beta-arrestin-2	NTR1 agonist	NTR1 agonist cell count 20 µM	NOD1 inhibition	Myeloid diff MLP	Myeloid diff MLP GFP+ MAC1+ %	HEK293 NOD2/NF-kB	T cell HTS	T cell HTS vesicle-bound %
- O=C1CCC([N+](=O)[O-])C(c2cc3c(cc2Cl)OCO3)N1 (configuration not stated)
 : 1%[20 µM]	9%	0.1%	1.5%	1.0	74	-8%	i	0.6	-6%	i	59
- CCOC(=O)c1c(NC(=S)Nc2ccc(F)cc2)sc2c1CCC2
 : -36%	0%	-0.1%	-3.2%	13	71	3%	i	0.5	14%	i	27
- COCCn1c(SCC(=O)Nc2nnc(C)s2)nnc1-c1cc2ccccc2cc1O
 : 26%	-2%	-0.1%	-1.2%	0.4	77	13%	i	0.7	8%	i	36
- O=C(Nc1ccccc1C(=O)NCc1cccnc1)c1ccc(Cl)cc1Cl
 : 4%	10%	0.0%	4.5%	2.0	61	-15%	i	1.0	9%	i	30
- O=C(CCCC(=O)N1CCN(c2cccc(Cl)c2)CC1)c1ccccc1
 : 2%[20 µM]	-5%	-0.3%	-3.5%	1.6	63	-6%	i	0.4	13%	i	42
- Cc1ccc(/C=N/n2c(-c3cccnc3)n[nH]c2=S)o1
 : 24%	11%	-0.3%	2.0%	-0.7	54	7%	i	0.6	0%	i	18
- O=C(CSc1nnc(NC(=O)c2ccc(F)cc2)s1)NCc1ccco1
 : 22%	7%	0.0%	-2.0%	1.0	44	-75%	i	0.8	-72%	i	12
- CS(=O)(=O)Nc1cccc2cccnc12
 : 31%	4%	-0.3%	4.4%	0.7	75	18%	i	1.2	18%	i	33
- Cc1cc(C)nc(N/N=C/c2cc(Br)ccc2O)n1
 : 33%	3%	-0.3%	-0.2%	5.2	57	-4%	i	0.7	21%	i	38
- CCOC(=O)c1c(-c2ccc(C)o2)csc1NC(=O)CSc1ncn[nH]1
 : 13%	14%	0.6%	0.1%	16	67	44%	i	6.3	9%	i	11
- CCN(CC)S(=O)(=O)c1ccc(N/N=C/c2ccc(OC)c(OC)c2OC)nc1
 : 26%	4%	-0.2%	9.9%	0.6	58	50%	i	1.3	15%	i	59
- Cc1cc(C)c(C(N)=O)c(Nc2ccc3c(c2)OCCO3)n1
 : -16%	14%	-0.5%	-6.0%	0.0	58	-4%	i	0.3	8%	i	40
- CC1CCOC2(O1)C(=O)N(CN1CCN(c3cccc(Cl)c3)CC1)c1ccccc12 (configuration not stated)
 : 11%	10%	0.0%	3.7%	-0.9	45	-16%	i	0.5	6%	i	10
- CN(C)Cc1c(C(=O)N/N=C/c2cccc(OCc3ccccc3)c2)nnn1-c1nonc1N
 : 0%	5%	-0.1%	-0.3%	9.1	63	44%	i	1.0	29%	i	38
- COCc1cc(=O)[nH]c2cc(NC(=O)C3CC3)c(C)cc12
 : 3%	6%	-0.2%	-2.0%	-0.1	97	-7%	i	0.8	19%	i	12
- COCCNC(=O)Cn1cc(C(=S)N2CCCCC2)c2ccccc21
 : -17%	13%	0.1%	-0.9%	-1.1	66	-28%	i	0.2	-15%	i	35
- CCCCc1cc(=O)oc2c(CN(CC)CC)c(O)c(Cl)cc12
 : -39%	6%	-0.2%	3.6%	0.4	46	-18%	i	0.9	-7%	i	37
- O=C(/C=C/c1ccc(-c2ccccc2[N+](=O)[O-])o1)c1ccco1
 : -20%	20%	0.0%	0.8%	0.7	100	-2%	i	0.2	1%	i	58
- CCOC(=O)Nc1oc2ccccc2c(=O)c1C
 : 8%	0%	-0.4%	-8.0%	0.1	86	-12%	i	1.7	3%	i	5
- c1ccc(-c2nnc(SCc3nc4ccccc4[nH]3)n2Cc2ccco2)nc1
 : 4%	-7%	-0.4%	64%	0.8	50	-18%	i	6.6	-4%	i	16
- CCCOc1ccc(C(=O)CCC(=O)OCC(=O)N2CC(=O)Nc3ccccc32)cc1
 : -13%	2%	0.3%	-2.7%	6.1	81	-6%	i	1.0	4%	i	38
- CCn1cc(-c2ccnc3cc(C(=O)O)nn23)c(C)n1
 : -12%	8%	?	0.2%	-0.2	43	-30%	i	0.3	13%	i	65
